High-throughput results: PubChem BioAssay, several laboratories
Rin1-Abl PPI inh = human Rin1-Abl interaction inhibition; AID 588664; hit rate 0.4% among 360,000; TR-FRET Rin1/Abl binding, biochemical; inhibition, % at 7.35 µM; P00519+Q13671; in the data active = inhibition above about 5%, passing the limit was not always enough
MsrA act = bovine methionine sulfoxide reductase A activation; purified bovine MsrA, absorbance read-out; activation, % at 10.6 µM; hit rate 0.3% among 360,000; AID 602163; in the data active = activation above about 7.5%;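 note: 0% = vehicle and 100% = reference activator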
E coli Lon inh = inhibits E. coli Lon protease; hit rate 0.42% among 360,000; P0A9M0; AID 602123; purified E. coli Lon protease, fluorescence polarization; inhibition, % at 7.94 µM; in the data active = inhibition above about 13%, passing the limit was not always enough;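 note: 0% = enzyme with probe and DMSO and 100% = no enzyme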
MT1-MMP act inh = inhibitors of human MT1-MMP activation. P50281. HT1080 RFP-PRO-GFP cells, GFP/RFP ratio fluorescence, overnight; percent of plate control window, DMSO zero. GFP/RFP ratio change, % at 20 µM. hit rate 0.061% among 360,000;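 active = GFP/RFP ratio change of at least 30% with cell ATP level not reduced by more than half and red fluorescence within 50% of control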; note: strong numbers were not always called active
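Assay system: RFP-PRO-GFP reporter HT1080 cells; read-out basis: GFP/RFP fluorescence ratio; benchmarks: DMSO wells and RFP-L50D-GFP cells; doses: 20 µM single dose, 1% DMSO; schedule: overnight cell settling, then overnight compound exposure, 37 °C, 5% CO2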
Rpn11 block = Rpn11 (human) deubiquitinase inhibition | AID 588493 | O00487 | calls only at 20 µM | human 26S proteasome, Ub4-pepOG fluorescence polarization; 20S core pre-blocked with epoxomicin | hit rate 0.59% among 360,000;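 active = inhibition at 20 µM, scaled to each plate's controls, above about 33%, limit read from the data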
FAS TE block = inhibitors of human fatty acid synthase thioesterase domain; inhibition, % at 15 µM; recombinant FAS-TE, OMFH fluorogenic substrate, fluorescence endpoint; hit rate 0.67% among 360,000;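 active = compounds whose normalised, plate-corrected inhibition of enzyme fluorescence in the single-dose primary screen is 50% or more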;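 note: 0% = DMSO with enzyme and 100% = substrate without enzyme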
PABP1 MLLE inh = inhibitors of microRNA-mediated deadenylation, human PABP1 MLLE binding; P11940; GST-MLLE / FITC-PAM2 fluorescence polarization; inhibition, % at 20 µM; hit rate 0.36% among 360,000; AID 588489; in the data active = inhibition above about 35%, passing the limit was not always enough;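 note: plate controls were DMSO wells with GST-MLLE for no effect and wells lacking GST-MLLE protein for full effect; some results filed as inactive read as strong as hits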
MsrA inh = inhibitors of bovine MsrA; inhibition, % at 15.5 µM; purified bovine MsrA, absorbance read-out; hit rate 0.75% among 360,000; AID 651718; in the data active = inhibition above about 4.5%;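 note: 0% = vehicle wells with enzyme and 100% = reference inhibitor wells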
CSN inh = CSN deneddylation inhibition | hit rate 0.38% among 360,000 | inhibition, % at 12.5 µM | Q92905 | AID 651999 | Purified CSN, SCF-Nedd8-OG deneddylation, fluorescence polarization;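 active = pattern-corrected inhibition above about 35%, with an unprinted fluorescence ratio check between 0.5 and 1.5, limit read from the data, passing the limit was not always enough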;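 note: 0% = enzyme with substrate and 100% = substrate without enzyme; some results filed as inactive read as strong as hits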
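Material: purified human Csn5 enzyme expressed in HEK293T cells / Medium: Tris buffer pH 7.5, NaCl, DTT, Tween-20, trehalose, ovalbumin / Compound dosing: 12.5 µM single point / Schedule: 90 min incubation of compound, enzyme and substrate at room temperature / Signal: fluorescence polarization of the substrate / Control set: no-enzyme wells high, enzyme-with-substrate wells low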
Numbers without * were called inactive; i = inactive; . = no result given; + = active, no number.

SMILES	Rin1-Abl PPI inh	MsrA act	E coli Lon inh	MT1-MMP act inh	Rpn11 block	FAS TE block	PABP1 MLLE inh	MsrA inh	CSN inh
CCOc1cc(/C=C2\COc3ccccc3C2=O)ccc1OCC(=O)N(C)C	0	-5	5	-6	i	2	-16	1.4	9
CCOc1ccc(-n2c(SCc3nc(-c4ccc(C)cc4)no3)nnc2-c2ccncc2)cc1	3	-9	0	0	i	14	6	-0.8	5
COc1cc2cc(CCCOC(=O)c3ccc(C#N)cc3)oc(=O)c2cc1OC	-4	-2	-7	2	i	-1	-11	-0.7	1
CCCN1CCN(S(=O)(=O)c2ccc3c(c2)CC(C)N3C(=O)C2CC2)CC1 (configuration not stated)	1	-2	3	6	i	0	-6	0.6	1
Cc1cc2nc(CCN(Cc3cccnc3)C(=S)Nc3ccc(F)cc3)[nH]c2cc1C	1	-2	1	8	i	6	-52	-0.3	-1
COc1cc(OC)cc(C(=O)N[C@H](C(=O)OCC(=O)Nc2ccc(OC)c(OC)c2)C(C)C)c1	2	7	1	-2	i	0	-10	0.0	-4
CC(C)(C)OC(=O)NCCC(=O)N/N=C/c1cccc2nccnc12	-2	-2	6	-3	i	-4	16	-0.1	-1
CC(C)c1ccc(NC(=O)CN(Cc2ccccc2)S(C)(=O)=O)cc1	0	-11	-4	-9	i	8	1	-1.9	3
CCn1c(COc2ccc(=O)n(-c3ccccc3)n2)nnc1SCc1ccc(OC)cc1	4	-4	-5	4	i	-9	0	0.1	-2
O=C(COc1ccc(Cl)cc1Cl)NCCCn1ccnc1	0	-4	-4	0	i	-4	-8	0.3	-1
Cc1ccc(S(=O)(=O)N2CCOCC2)cc1NC(=O)COC(=O)c1cc(=O)c2ccccc2o1	4	-1	-5	0	i	-11	-5	-0.2	0
CCC1CCCCN1C(=O)C(=O)c1cn(CC(=O)N(CC)CC)c2ccccc12 (configuration not stated)	-1	-5	-1	2	i	-6	-5	1.0	1
O=C(Oc1ccc2ccc(=O)oc2c1)c1ccco1	0	-3	2	-2	i	5	0	0.2	1
CC(=O)Nc1cccc(NC(=O)CSc2nc(=O)n3cccc(C)c3n2)c1	1	-7	-3	5	i	4	-2	1.8	0
CO/N=C(\C(=O)O)c1csc(NN=C(C)C)n1	1	-3	-9	0	i	-1	-12	0.8	-6
Cc1ccc(Cn2c(CN3CCOCC3)nc3c2c(=O)n(C)c(=O)n3C)cc1	6	-4	-7	-1	i	-1	6	-1.4	-1
COc1cc(OC)cc(C(=O)Nc2nnc(SCC(=O)NCc3ccco3)s2)c1	1	2	-9	-1	i	-3	-52	1.3	-1
Cc1c(/C=N\NC(=O)c2cc3ccccc3o2)c2ccccc2n1C	-2	-5	9	-7	i	8	-1	2.9	-4
Cc1ccc(S(=O)(=O)N2CCN(C(C)C)CC2)cc1	4	-9	2	-1	i	-9	9	0.1	-4
Cc1ccc(C(=O)Nc2ccccc2C(=O)N2CCCCC2C)cc1 (configuration not stated)	-1	-1	1	-3	i	-5	7	-0.6	2
C=CCn1c(SCc2nc3ccccc3c(=O)[nH]2)nnc1-c1cc2cc(Cl)ccc2o1	2	-2	-4	-7	i	-5	-114	0.2	2
CC(C)N(C(=O)COC(=O)c1cccnc1Cl)c1ccccc1	0	-9	-9	-5	i	-7	-2	0.3	-4
Cc1cccc(Cc2nnc(CCC(=O)N(C)CCc3ccccc3)o2)c1	0	-4	-3	-2	i	-4	2	-0.6	4
CN(CC(=O)Nc1cccc(F)c1)C(=O)COc1ccc2c(c1)CCC2	-1	-2	-4	-1	i	11	-2	-0.4	-4

Full records from above. Screens in order: Rin1-Abl PPI inh | MsrA act | E coli Lon inh | MT1-MMP act inh | Rpn11 block | FAS TE block | PABP1 MLLE inh | MsrA inh | CSN inh
Profile of `CN(CC(=O)Nc1cccc(F)c1)C(=O)COc1ccc2c(c1)CCC2` = -1 | -2 | -4 | -1 | i | 11 | -2 | -0.4 | -4
Profile of `Cc1cc2nc(CCN(Cc3cccnc3)C(=S)Nc3ccc(F)cc3)[nH]c2cc1C` = 1 | -2 | 1 | 8 | i | 6 | -52 | -0.3 | -1
Profile of `Cc1ccc(S(=O)(=O)N2CCOCC2)cc1NC(=O)COC(=O)c1cc(=O)c2ccccc2o1` = 4 | -1 | -5 | 0 | i | -11 | -5 | -0.2 | 0

Continuation:
SMILES	Rin1-Abl PPI inh	MsrA act	E coli Lon inh	MT1-MMP act inh	Rpn11 block	FAS TE block	PABP1 MLLE inh	MsrA inh	CSN inh
CCCCn1c(N)c(N(CCOC)C(=O)CSCC(=O)Nc2cccc(C)c2)c(=O)[nH]c1=O	0	-5	5	2	i	-3	-5	-0.2	4
CO/N=C(/COc1ccc(F)cc1)c1ccc(OC)cc1	3	1	2	-1	i	10	-12	1.1	6
CCCCC(CC)CNC(=O)CCS(=O)(=O)c1cccc2nsnc12 (configuration not stated)	1	-1	-3	0	i	-1	1	1.1	-2
CCc1cc(=O)[nH]c(SCC(=O)NCc2ccc3c(c2)OCO3)n1	-1	0	-4	1	i	-6	0	0.2	-3
CCOC(=O)N1CCN(S(=O)(=O)N2CCCC(C(=O)NCc3ccc(C)cc3)C2)CC1 (configuration not stated)	3	-9	-1	-6	i	3	-1	-0.5	0
CC(C)(C)c1ccc(OCC(O)CSc2ncn[nH]2)cc1 (configuration not stated)	-2	-1	-2	2	i	-54	28	1.8	-2
COc1cccc(NC(=O)CN(C)C(=O)c2cc(-c3ccccc3)nc3ccc(C)cc23)c1	5	-2	2	0	i	6	-16	1.8	-2
CC(C)Oc1cccc(C(=O)Nc2ncn[nH]2)c1	2	0	1	-2	i	-9	-4	-1.3	0
COc1ccc(CC(=O)Nc2cccc3ccccc23)cc1OC	-3	-2	-2	3	i	-3	-10	-1.1	1
O=C(Nc1ccccc1C(=O)NC(Cc1ccccc1)C(=O)NC1CCCCCC1)c1ccccc1 (configuration not stated)	-3	-3	0	-8	i	1	-4	-1.5	2
CCOC(=O)CSc1ccc(-c2nc3cc(C)c(C)cc3[nH]2)cn1	-3	-3	-4	13	i	6	15	2.0	3
Cn1cc(Cl)c(/C(N)=N/OC(=O)c2ccccc2C(F)(F)F)n1	4	-4	-9	5	i	-3	17	-0.8	0
O=C(NCC1COc2ccccc2O1)c1cc(S(=O)(=O)N2CCOCC2)c(Cl)cc1Cl (configuration not stated)	0	-8	-4	-5	i	5	-51	-0.5	6
COC(=O)c1ccccc1S(=O)(=O)NNC(=O)c1nn(C)c(=O)c2ccccc12	-1	-2	-3	1	i	-5	3	1.3	1
Nc1nc(SCC(=O)Nc2cc(C(F)(F)F)ccc2Cl)[nH]c(=O)c1NC(=O)c1ccco1	1	-5	-3	0	i	-9	13	-0.2	0
COc1ccc(C(C)=O)cc1CN1C(=O)C(C)ON=C1c1cccc(C(F)(F)F)c1 (configuration not stated)	-1	0	8	2	i	6	-5	1.6	-3
NC(=O)c1ccsc1NC(=O)CSc1ccccc1F	1	-3	3	5	i	-8	9	-0.3	-6
NC(=O)COC(=O)c1ccccc1SCC(=O)NC1CCCCCCC1	1	-9	3	4	i	-4	-6	1.7	-2
CCN(CC)C(=O)CNc1ccc(C(F)(F)F)cc1[N+](=O)[O-]	-3	-2	-7	0	i	0	8	-0.8	-5
CCN(CC)CCCNC(=O)c1cn(C)c2ccc(S(=O)(=O)N(C)C)cc2c1=O	-2	-3	-5	3	i	-5	1	2.4	3
O=C(Nc1cccc(S(=O)(=O)NC2=NCCCCC2)c1)c1cc(-c2ccccc2)nc2ccccc12	0	-4	-11	0	i	37	-1	0.7	-12
O=C(NCc1ccccn1)C1CCN(S(=O)(=O)c2ccc(Br)cc2)CC1	-1	-9	6	0	i	-2	-9	-1.2	6
O=C1OCCOC2CCCc3oc(C4=CCCCC4)c1c32 (configuration not stated)	.	-1	3	4	.	-8	.	-0.5	-2
CC(C)[C@H](NS(=O)(=O)c1cccc(Cl)c1)C(=O)OCC(=O)NC(=O)CN1CCCC1=O	-1	-5	0	1	i	-6	0	.	-3
CN1CCN(S(=O)(=O)c2cccc(C(=O)N3CCN(c4ccccc4)CC3)c2)CC1	0	-2	-6	-2	i	-6	-7	1.0	-8
CCOC(=O)CCCNC(=O)CN1C(=O)NC(CCc2ccccc2)C1=O (configuration not stated)	-3	-2	4	0	i	-5	-5	-1.0	-3
CNc1cnn(-c2ccccc2)c(=O)c1Cl	-5	-2	5	1	i	-2	0	0.3	2
COc1ccc(C(=O)/C(C#N)=N/Nc2ccc([N+](=O)[O-])cc2)cc1	4	-4	-5	16	+	59*	-80	1.0	2
Cc1ccc(NC(=O)CN(C)C(=O)COc2cccc3cccnc23)cc1	2	1	2	-5	i	-4	21	-0.2	-3
C=CCOc1cccc(/C=C/c2nc3ccccc3c(=O)[nH]2)c1	2	-5	-1	-1	i	-3	10	0.2	2
Cc1cc(Cl)ccc1C(=O)C1CCCN(C(=O)c2n[nH]c3c2CCCC3)C1 (configuration not stated)	0	-4	-12	3	i	0	4	2.1	-2
O=C(Nc1ccc(Cl)cc1)c1csc([C@@H]2O[C@H](CO)[C@@H](O)[C@H]2O)n1	1	-2	-19	1	i	-6	10	0.6	0
CCOc1ccc(-c2ccc(SCC(=O)NC3CCCCC3)nn2)cc1	5	-6	5	1	i	-4	-12	-0.3	0
Cc1ccc(OC(=O)CCC(=O)Oc2ccc(C)cc2C)c(C)c1	2	3	6	8	i	37	-1	0.8	-1
O=C(Cc1cccs1)Nc1nncs1	6	-2	-8	-2	i	-9	1	0.0	-1
Cc1ccc(S(=O)(=O)Nc2nc(C)c(NC(=O)OCCCl)s2)cc1	7	-1	2	3	i	-4	19	1.0	-3
Cc1ccc(CS(=O)Cc2ccc(C(=O)NC3CCCCCC3)o2)cc1 (configuration not stated)	-3	-2	-5	4	i	-3	1	0.1	1
O=[N+]([O-])c1ccc(-c2ccc(S(=O)(=O)NCCN3CCCC3)cc2)cc1	-2	-11	3	2	i	10	-8	-0.9	-14
O=C(c1ccc(N2CCCC2=O)cc1)N1CCN(c2ccccc2)CC1	-1	-13	-6	7	i	-11	14	0.7	4
CCOC(=O)CC1OC(=O)c2cc3c(cc21)C(=O)OC3CC(=O)OCC (configuration not stated)	-1	-1	-4	-2	i	-4	2	0.1	-2
CC1(C)CC(=O)C(C=NCCN2CCN(C(=O)C34CC5CC(CC(C5)C3)C4)CC2)=C(O)C1	-2	-5	-3	0	i	-5	4	0.2	0
O=C(O)C1C2C=CC(C2)C1C(=O)NCc1ccccc1 (configuration not stated)	3	-2	-6	2	i	-11	-8	1.1	-3
CCOC(=O)Cc1csc(NC(=O)COc2ccc(N(C)S(=O)(=O)c3cccs3)cc2)n1	2	3	9	0	i	9	4	0.4	-4
O=S(=O)(c1ccccc1)N1CCN(Cc2cccc(Cl)c2)CC1	3	-4	6	-7	i	10	-6	1.3	0
CC1(C)CC2(OC2c2ccccc2[N+](=O)[O-])C(=O)c2ccccc21 (configuration not stated)	-4	1	2	0	i	18	5	0.1	-1
CNc1oc(Cc2ccccc2)nc1S(=O)(=O)c1ccc(Cl)cc1	-1	0	5	0	i	-6	29	-0.6	0
COc1ccc(OC)c(NC(=O)CC2(CC(=O)O)CCCC2)c1	-29	-1	-10	-1	i	-3	-1	2.2	-6
COC(=O)CCCC(=O)N1CCCC(C(=O)c2ccc(-c3ccccc3)cc2)C1 (configuration not stated)	5	-3	-4	1	i	11	-13	2.6	3
O=C(Nc1nnc(C2CC2)s1)c1ccncc1	-7	-2	-8	-1	i	1	-22	2.2	1

Rows are unselected; any-hit rate near 3.7%.
